# OXTR potentiator – potentiators of human oxytocin receptor | P30559 | CHO-OTR cells, Fluo-8 calcium fluorescence, potentiator mode; 0% = oxytocin EC15, 100% = EC100 | activation, % at 3 µM | actives 0.061% (n = 320,000) | AID 2445;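 active = activation above that plate's cutoff, the mean activation of tested compounds plus 3 SD, cut at about 6.6% in these data, passing the limit was not always enough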;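 also: 100% uses oxytocin at 75 nM as the full agonist control; some results filed as inactive read as strong as hits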
#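 Assay system: CHO-OTR cells, human receptor / Also added: oxytocin at about EC15, sub-maximal agonist stimulus / Dosing: single dose, 3.0 µM nominal final compound concentration / Incubation: 6 min pre-incubation, 100 s read / Technique: Fluo-8 calcium dye fluorescence / Read-out: % activation vs EC15 and EC100 oxytocin / Benchmarks: EC15 oxytocin low, 75 nM oxytocin high / Replicates: singlicate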
# V1R ag counter – V1a receptor agonism, counter-screen for OXTR agonists; AID 2797; actives 0.25% (n = 320,000); activation, % at 3 µM; CHO-V1R cells, Fluo-8 calcium fluorescence, agonist mode; 0% DMSO, 100% 3 nM vasopressin;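 active = activation above the mean activation of all tested compounds plus 3 SD, per screening run, cut at about 20% in these data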;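 also: signal is peak over basal fluorescence ratio across a 100 second FLIPR read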
# TAAR1 ag – human TAAR1 agonism; CHO RD-HGA16 TAAR1, Fluo-8 calcium fluorescence; vehicle wells 0%, saturating PEA agonist 100%; activation, % at 3 µM; actives 0.99% (n = 360,000); AID 624467;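 active = activation above the mean activation of all test compounds in the run plus 3 SD, cut at about 38% in these data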
# Target sequence (Q96RJ0 whole entry, looked up): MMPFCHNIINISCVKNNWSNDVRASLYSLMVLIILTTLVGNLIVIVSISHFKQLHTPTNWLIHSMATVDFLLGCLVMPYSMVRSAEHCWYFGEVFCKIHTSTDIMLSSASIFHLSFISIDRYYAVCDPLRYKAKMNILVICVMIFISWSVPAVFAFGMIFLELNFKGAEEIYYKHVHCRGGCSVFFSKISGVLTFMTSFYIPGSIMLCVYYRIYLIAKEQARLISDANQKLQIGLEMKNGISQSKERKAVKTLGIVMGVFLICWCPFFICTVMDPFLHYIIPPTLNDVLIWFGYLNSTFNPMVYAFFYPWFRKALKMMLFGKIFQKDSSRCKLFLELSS
#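 Test system: RD-HGA16 (CHO) cells co-expressing Gα16 and hTAAR1 / Benchmarks: DMSO vehicle as 0%, PEA at EC100 as 100% / Repeats: no replicates (n 1) / Measure: % activation from peak over basal fluorescence ratio, DMSO-to-PEA scaled / Timing: 17-24 h plating, Fluo-8 75 min 37 °C, 30 min RT / Technique: kinetic Fluo-8 calcium fluorescence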
# CHO parental Ca – counter-screen for OX1R antagonists: effect in parental CHO cells. parental CHO-K1, ATP-induced calcium, Fluo-8 fluorescence. inhibition, % at 5.6 µM. actives 0.63% (n = 330,000);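 active = inhibition above that plate's mean sample inhibition plus 3 SD, cut at about 26% in these data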;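 also: 0% = ATP-challenged DMSO wells and 100% = DMSO wells without ATP; some compounds past the cut are filed as inactive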
#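 Test system: untransfected parental CHO cell line. Compound: one dose, 5.6 µM nominal. Detection: intracellular calcium via Fluo-8 no-wash fluorescent dye. Measure: % inhibition. Benchmarks: ATP-challenged DMSO wells low, unchallenged DMSO wells high.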
# OXTR agonist – human OXTR agonism | CHO-OTR cells, Fluo-8 calcium fluorescence; normalized: DMSO 0%, oxytocin 100% | activation, % at 3 µM | actives 0.32% (n = 320,000);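 active = activation above the mean of all tested compounds plus 3 SD, cutoff set per screening run, cut at about 20% in these data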;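 also: peak over basal fluorescence ratio from a 100 s FLIPR kinetic read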
# M1 PAM – human CHRM1 positive allosteric modulation | P11229 | CHO-K1 hM1, Fluo-8 calcium fluorescence, ACh EC20; 0% = ACh EC20, 100% = maximal ACh | activation, % at 3 µM | actives 0.088% (n = 360,000) | AID 588819; in the data active = activation above about 19%, passing the limit was not always enough
# Target sequence (P11229 whole entry, looked up): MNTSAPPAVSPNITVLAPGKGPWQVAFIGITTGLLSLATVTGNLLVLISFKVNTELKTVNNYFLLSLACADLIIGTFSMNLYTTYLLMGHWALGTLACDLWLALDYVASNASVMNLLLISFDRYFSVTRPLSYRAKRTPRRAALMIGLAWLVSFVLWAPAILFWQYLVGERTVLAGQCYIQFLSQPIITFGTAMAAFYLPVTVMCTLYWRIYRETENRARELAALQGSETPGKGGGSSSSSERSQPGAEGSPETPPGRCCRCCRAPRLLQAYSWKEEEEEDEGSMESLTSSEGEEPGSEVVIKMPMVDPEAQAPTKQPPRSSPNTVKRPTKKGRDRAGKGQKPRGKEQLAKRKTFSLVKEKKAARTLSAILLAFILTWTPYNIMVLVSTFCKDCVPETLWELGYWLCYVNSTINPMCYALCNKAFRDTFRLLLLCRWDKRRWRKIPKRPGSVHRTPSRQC
# M1 ag – activates human CHRM1 receptor | actives 0.33% (n = 360,000) | CHO-K1 hM1, Fluo-8 calcium fluorescence, agonist mode; 0% DMSO, 100% acetylcholine EC100 | P11229 | activation, % at 3 µM;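 active = activation above the run's mean compound activation plus 3 SD, cut at about 16% in these data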;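 also: peak over basal fluorescence ratio within a 140 s kinetic read after compound addition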
# TAAR1 antag – antagonists of human TAAR1. Q96RJ0. CHO RD-HGA16 TAAR1, Fluo-8 calcium fluorescence, antagonist. inhibition, % at 3 µM. actives 1.5% (n = 360,000);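 active = inhibition above a per-plate cutoff, the mean inhibition of test compounds on that plate plus 3 SD, cut at about 49% in these data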;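 also: 0% = DMSO plus EC80 beta-PEA response and 100% = DMSO alone without agonist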
#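 Material: RD-HGA16 CHO cells with stable hTAAR1 and Gα16; Dosing: single nominal final test compound concentration of 3 µM; Schedule: seeding 17-24 h prior, 75-min 37 °C, 30-min RT dye loading; Detection: kinetic Fluo-8 calcium fluorescence measurement; Measure: % inhibition from peak post-agonist over basal fluorescence ratio; Benchmarks: vehicle and agonist controls.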
# CHRM1 antagonist – human CHRM1 antagonism. actives 1.3% (n = 360,000). AID 588852. CHO-K1 hM1, Fluo-8 calcium fluorescence, ACh EC80 antagonist. P11229. inhibition, % at 3 µM;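 active = percent inhibition above its own plate's cutoff, namely the mean of that plate's compound wells plus 3 SD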;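 also: peak over basal fluorescence ratio during 140 s after agonist addition; 0% = ACh EC80 plus DMSO and 100% = DMSO alone without agonist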
# The depositor's hits bear a star; nt = no result given.
# Screens in order: M1 PAM	V1R ag counter	CHRM1 antagonist	OXTR potentiator	CHO parental Ca	OXTR agonist	TAAR1 antag	M1 ag	TAAR1 ag
COc1ccc2c(c1)c(C(=O)N/N=C/c1cccs1)c(C)n2C
 : 8	-1.0	1	-6	-16	0.7	-4	0	1
Cc1ccc(NC(=S)N2CCSC2c2cccs2)cc1 (configuration not stated)
 : 13	1.2	-8	-6	-15	-0.2	3	-2	0
O=C(CSc1nnc(NC(=O)C2CCCCC2)s1)NCc1ccco1
 : -3	0.3	8	-10	2	-1.8	-5	-4	8
CCc1c(C)c2ccc(OCC(=O)NCC3CCC(C(=O)O)CC3)cc2oc1=O (configuration not stated)
 : 7	1.3	-12	0	-4	0.1	-4	1	1
O=C(NCc1ccco1)Nc1ccc(Br)cc1Cl
 : 0	-1.4	3	-6	-6	-1.6	4	-8	12
COc1ccc(S(=O)(=O)N2CCCCCC2)cc1C(=O)NC1(C)CCS(=O)(=O)C1 (configuration not stated)
 : 0	0.3	1	0	-17	0.6	-26	-2	3
O=C(NCc1cccc(Cl)c1)c1ccco1
 : 5	0.0	-12	-11	-5	-0.4	11	-5	1
Cc1ccccc1-n1c(C)nnc1SCC(=O)NCC1CCCO1 (configuration not stated)
 : 4	0.4	-12	2	-9	0.0	0	-6	0
Cc1cc2oc(=O)cc(CSc3nc(N)cc(N)n3)c2cc1C
 : 3	2.4	-42	-17	-12	1.6	4	2	15
Cc1ccc(C(C)c2c(C)c([N+](=O)[O-])cc(C)c2[N+](=O)[O-])cn1 (configuration not stated)
 : -4	-0.1	-6	-18	-9	0.9	-9	-7	2
Cc1ccc(-c2nc3ccccn3c2NCc2ccc3c(c2)OCO3)cc1
 : -4	0.9	15	-11	-29	-1.8	41	0	22
CCC(C)[C@H](NC(=O)N1CC(=O)Nc2ccccc21)C(=O)Nc1ccccc1C (some centres not stated)
 : 8	-1.5	-11	-4	-16	-2.6	-13	-5	0
CCc1ccc(S(=O)(=O)NCCc2cn3cccc(C)c3n2)s1
 : 13	0.0	-12	-1	-9	0.5	-11	-12	8
COc1cccc(C2=CC(c3ccc(N(C)C)cc3)n3nnnc3N2)c1 (configuration not stated)
 : 6	4.4	0	-2	4	5.6	0	-4	14
C=CCNC(=O)C1CCN(S(=O)(=O)c2ccc3ccccc3c2)CC1
 : 5	-0.4	-24	-7	1	-0.5	-36	1	1
Cc1ccc(S(=O)(=O)N2CCOCC2)cc1C(=O)N1CCC(Cc2ccccc2)CC1
 : -1	13	-8	-6	-22	1.8	-12	-13	1
Cc1[nH]nc(SCC(=O)N2CCCC2)c1[N+](=O)[O-]
 : 10	0.9	-10	2	7	-0.6	-8	-4	1
C=CC[C@H](CC(=O)NCCO)C(=O)N[C@@H](COC(=O)[C@@H](CC=C)Cc1ccc(F)cc1)Cc1c[nH]c2ccccc12
 : 4	0.0	-13	-8	-18	-1.6	35	-3	5
COc1cccc(C(c2nnnn2Cc2ccco2)N2CCN(c3cccc(C)c3C)CC2)c1OC (configuration not stated)
 : 0	1.1	-3	-14	-19	-0.8	21	-5	6
CCOC(=O)c1sc(NC(=O)CNC(=O)Cn2cnc3sc(C)c(C)c3c2=O)nc1C
 : 1	0.1	0	-9	-4	-0.2	-10	-2	3

# Screens in order: M1 PAM	V1R ag counter	CHRM1 antagonist	OXTR potentiator	CHO parental Ca	OXTR agonist	TAAR1 antag	M1 ag	TAAR1 ag
O=C(CN(C(=O)CCC(=O)Nc1nccs1)c1cccc(C(F)(F)F)c1)NCC1CCCO1 (configuration not stated)
 : -4	-0.9	2	6	-6	-0.6	4	-2	2
Brc1ccc(-c2csc(N3CCc4ccccc4C3)n2)cc1
 : -4	0.1	-11	-7	-9	-0.6	5	0	50*
O=C(c1cc2cc(Cl)ccc2o1)N1CCCCCC1
 : -3	nt	-6	nt	nt	nt	1	-5	1
Cc1ccc(C(=O)n2c3ccccc3c3ccccc32)cc1
 : 7	0.5	-12	-5	0	-0.7	2	-4	10
CCn1c(SC(C)C(=O)NCC2CCCO2)nc2ccccc21 (configuration not stated)
 : 2	0.0	8	-1	-6	-0.7	9	-2	9
Cc1ccc(S(=O)(=O)N2[C@H](c3cccc(Cl)c3)CC(=O)[C@@H]3CN(S(=O)(=O)c4ccccc4C)[C@H](c4ccc(Cl)cc4)C[C@@H]32)cc1
 : 3	nt	-3	nt	nt	nt	2	-3	1
Cc1c(OCC(=O)NC2CC(C)(C)NC(C)(C)C2)ccc2c1oc(=O)c1ccccc12
 : 3	0.5	-11	0	-11	-0.6	-16	-5	2
CCCN1CCC(=O)N(CCSc2ccc(C)cc2)CC1
 : 6	nt	0	nt	nt	nt	-5	-11	1
Cc1nc(-c2coc3cc(C)c(N=O)c(O)c3/c2=N\N)cs1
 : 7	-0.6	-3	2	-7	0.7	-12	0	0
NC(=S)NN=Cc1nccc2ccccc12
 : 4	nt	-12	nt	nt	nt	-26	0	1
CCOC(=O)c1ccc(NC(=O)CSc2nc3c(c(=O)n2CC)SC(C)C3)cc1 (configuration not stated)
 : 2	-0.1	-6	-5	-6	-2.1	-46	-7	-2
O=C(N/N=C/c1ccccc1F)NC12CC3CC(CC(C3)C1)C2
 : 3	-0.4	-5	-21	-42	-0.8	-10	0	1
COc1ccc(S(=O)(=O)N2CCCCC2)cc1NC(=O)c1cnc(C)cn1
 : 8	0.6	-8	-3	-9	1.1	8	-3	2
O=C(Nc1nc(-c2cccc3ccccc23)cs1)c1cnccn1
 : 1	-0.6	-2	-4	-6	-0.2	9	-4	1
O=C(Nc1nnc(C2CC2)s1)c1ccc(Cl)c(S(=O)(=O)N2CCc3ccccc3C2)c1
 : -1	10	3	-9	0	6.3	57*	1	10
Brc1ccc(/C=N/Nc2nncc(-c3ccccc3)n2)o1
 : nt	1.7	nt	-8	9	-0.3	23	nt	6
COc1ccc(CC(C)N2CCN(c3cccc(C(F)(F)F)c3)CC2)cc1OC (configuration not stated)
 : -8	0.1	-12	-5	-23	-0.9	-38	-1	8
CCC1Sc2ccc(S(=O)(=O)CCC(=O)Nc3ccccc3Br)cc2NC1=O (configuration not stated)
 : -5	1.9	3	-5	-17	2.0	-4	-1	3
Nc1cc(S(=O)(=O)O)cc([N+](=O)[O-])c1O
 : 3	-0.2	0	-14	-6	-0.5	0	-6	7
CCCCC(=O)NC(c1cccc([N+](=O)[O-])c1)c1ccc2cccnc2c1O (configuration not stated)
 : 6	nt	1	nt	nt	nt	-6	-4	-2

# Some of the entries so far, with tabs:
SMILES	M1 PAM	V1R ag counter	CHRM1 antagonist	OXTR potentiator	CHO parental Ca	OXTR agonist	TAAR1 antag	M1 ag	TAAR1 ag
O=C(Nc1nnc(C2CC2)s1)c1ccc(Cl)c(S(=O)(=O)N2CCc3ccccc3C2)c1	-1	10	3	-9	0	6.3	57*	1	10
Brc1ccc(/C=N/Nc2nncc(-c3ccccc3)n2)o1	nt	1.7	nt	-8	9	-0.3	23	nt	6

# Following part.
# Screens in order: M1 PAM	V1R ag counter	CHRM1 antagonist	OXTR potentiator	CHO parental Ca	OXTR agonist	TAAR1 antag	M1 ag	TAAR1 ag
CCCn1nc(C(=O)OCC(=O)Nc2ccc(C)cc2)c2ccccc2c1=O
 : 11	1.2	-25	-2	-19	-1.4	-24	-1	-2
CCN(C(=O)COC(=O)Cc1cccc2ccccc12)C1CCS(=O)(=O)C1 (configuration not stated)
 : 16	-0.2	-14	-4	-9	0.7	-20	-2	15
CCc1ccc(C2CC(=O)Nc3c2c(=O)nc2c(C)cccn32)cc1 (configuration not stated)
 : 8	1.1	-3	-9	11	0.3	-17	-4	6
CC(C)OC(=O)CSc1nc2c(cc1C#N)CCCCC2
 : 10	-1.0	-1	-12	-7	-2.1	-8	-3	19
CCOC(=O)c1nnn(-c2nonc2N)c1C
 : -1	0.6	5	-10	1	-1.4	5	-6	-3
Cc1cc(C(=O)NCCC(C)C)c2ccccc2n1
 : 7	-0.6	-9	-17	-23	-0.6	-5	-3	3
O=C(N/N=C/c1c[nH]c2ccccc12)c1ccn(Cc2ccc(Cl)cc2Cl)n1
 : -1	3.9	-30	-13	-9	1.3	37	0	5
COc1ccc(CNC(=S)NCc2ccc(F)cc2)cc1
 : 4	3.2	-6	-6	-17	1.4	9	0	2
CC(=O)n1cc(N(C(=O)CCl)c2ccccc2)c2ccccc21
 : 13	1.5	-16	-4	-6	-0.4	-21	-5	3
CC(C)CNC(=O)NC1(C(F)(F)F)Oc2ccccc2O1
 : 5	-1.3	-5	2	-13	-1.6	-7	-7	0
CC(C)CC(NC(N)=O)C(=O)NCc1ccc(Cl)cc1 (configuration not stated)
 : 6	0.2	-7	-11	-9	-0.4	8	-3	-1
COc1ccc2c(c1OC)C(=O)OC2CC(=O)O (configuration not stated)
 : 5	1.0	-9	-4	-7	-0.7	3	-3	7
Cc1csc(SCC(=O)Nc2ccc3[nH]c(=O)[nH]c3c2)n1
 : 7	-0.1	-13	1	1	1.1	-3	-1	2
O=C(c1ccc(F)cc1)N1CCCC(C(=O)N2CCc3ccccc3C2)C1 (configuration not stated)
 : 4	0.3	-8	-5	-4	0.2	-20	-6	1
O=C(/C=C/c1ccc(Cl)cc1Cl)N1CCN(c2ccccc2[N+](=O)[O-])CC1
 : -2	0.5	1	-4	-22	-1.8	-9	-7	0
COC(=O)c1ccccc1NC(=O)CN1C(=O)c2ccccc2C1=O
 : 8	-0.1	-13	2	-22	-2.0	-18	-2	4
COC(=O)C(C)Sc1nnc(Cc2cc(=O)[nH]c(=O)[nH]2)n1-c1cccc(OC)c1 (configuration not stated)
 : 7	0.9	-12	-5	0	0.5	-14	-2	1
Cc1ccc(/C=N/NC(=O)c2nnn(-c3nonc3N)c2CN(C)c2ccccc2)s1
 : -7	2.2	7	-9	-14	-0.8	0	-4	0
CCN(CC)C(=O)[C@H]1C[C@H](CC(=O)NCCN2CCOCC2)C(=O)N2CCc3c([nH]c4cc(-c5ccco5)ccc34)[C@]12C
 : 1	nt	-1	nt	-24	nt	10	-5	0
Cc1ccc(CN2CCC(n3nccc3NC(=O)c3ccc4c(c3)OCO4)CC2)o1
 : 6	0.6	10	-7	10	-0.8	-31	-6	2
CN(C)c1ccc(/C=N\S(=O)(=O)c2ccccc2)cc1
 : 4	0.4	-11	-7	-4	0.7	-8	-7	5
CCOC(=O)Cc1[nH]nc2c1C(c1ccoc1)C(C#N)=C(N)O2 (configuration not stated)
 : 5	-0.1	-8	-2	-4	1.1	0	-2	-1
